# From PubChem BioAssay
# ssDAF12 agonist – S. stercoralis DAF-12 nuclear receptor activators, primary screen, cell-based, luminescence, HEK293, GRIP1 co-expression, lit1-tk-luc; HEK293 ssDAF-12/GRIP1 lit1-tk-luc reporter; % of 3 µM dafachronic acid response; AID 652126, 2013; activation, % at 6.8 µM; 370,000 tested, 1% active;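 active = activation above the mean over all tested compounds plus 3 SD, cut at about 0.9% in these data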;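 note: 0% = DMSO-only wells and 100% = 3 µM delta7-dafachronic acid wells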
# NPR1 activator – GC-A stimulated cGMP production enhancers – HEK293 GC-A cells, cGMP TR-FRET, EC30 ANP, primary screen; Atrial natriuretic peptide receptor 1 (Homo sapiens), P16066; 0% at EC30 ANP, 100% saturating ANP; activation, % at 10 µM; 370,000 tested, 0.14% active; AID 1671463, 2021; in the data active = activation above about 40%
# DAX1 inh-1 – DAX1 (NR0B1) inhibitors, primary screen, cell-based, HEK293, Gal4-DAX1, luciferase luminescence | 340,000 tested, 0.99% active | HEK293 Gal4-DAX1 luciferase reporter | inhibition, % at 6.75 µM | Nuclear receptor subfamily 0 group B member 1 (Homo sapiens), P51843 | AID 504766, 2011;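 active = inhibition above the mean over all tested compounds plus 3 SD, cut at about 4.2% in these data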;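 note: 0% = DAX1-transfected cells with DMSO and 100% = empty-vector control cells with DMSO; inhibition shows as a rise in luminescence from relieved DAX1 repression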
# Target sequence (P51843 207-470 limits assumed): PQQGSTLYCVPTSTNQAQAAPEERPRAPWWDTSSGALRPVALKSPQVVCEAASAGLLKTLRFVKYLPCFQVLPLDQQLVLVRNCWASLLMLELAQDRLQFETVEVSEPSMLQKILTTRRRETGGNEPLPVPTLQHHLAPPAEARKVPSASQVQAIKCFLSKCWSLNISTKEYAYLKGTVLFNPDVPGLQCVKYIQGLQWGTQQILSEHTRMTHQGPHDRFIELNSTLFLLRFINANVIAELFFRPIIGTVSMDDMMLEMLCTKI
# hcDAF12 agonist – H. contortus DAF-12 nuclear receptor activators, primary screen, cell-based, luminescence, HEK293, lit1-tk-luc reporter. HEK293 hcDAF-12 lit1-tk-luc reporter; 0% DMSO, 100% Δ7-dafachronic acid. activation, % at 6.8 µM. 370,000 tested, 1.4% active. AID 652067, 2013;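 active = activation above the mean of all tested compounds plus 3 SD, cut at about 5.5% in these data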;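 note: 100% = response to 3 µM Δ7-dafachronic acid high control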
# hgDAF-12 ag – H. glycines DAF-12 receptor agonists, primary screen, cell-based, luminescence, HEK293, GAL4 fusion, UAS-luciferase; 370,000 tested, 1.8% active; activation, % at 6.8 µM; HEK293 GAL4-hgDAF12 UAS-luciferase reporter, agonist luminescence; normalized to butyrate control; AID 687014, 2013;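 active = activation above a cutoff set at the mean of all screened compounds plus 3 SD, cut at about 10% in these data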;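 note: 0% = DMSO wells and 100% = sodium butyrate wells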
# KLK7 zymogen act – proKLK7 zymogen activators, primary screen, biochemical, fluorescence intensity. Kallikrein-7 (Homo sapiens), P49862. purified proKLK7, EDANS-DABCYL substrate fluorescence; 100% is mature enzyme control, 0% vehicle. activation, % at 7 µM. 370,000 tested, 0.9% active;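 active = activation above the mean of all tested compounds plus 3 SD, computed per campaign excluding outliers beyond control limits, cut at about 13% in these data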
# Target sequence (P49862 whole entry, looked up): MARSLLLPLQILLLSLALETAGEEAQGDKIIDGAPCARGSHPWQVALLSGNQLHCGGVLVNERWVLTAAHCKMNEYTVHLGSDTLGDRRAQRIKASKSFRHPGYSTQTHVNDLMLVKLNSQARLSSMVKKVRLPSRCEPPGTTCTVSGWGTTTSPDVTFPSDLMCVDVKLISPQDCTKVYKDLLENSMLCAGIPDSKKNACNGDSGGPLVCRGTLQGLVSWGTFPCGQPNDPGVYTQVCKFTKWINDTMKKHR
# FXN GAA850 act – FXN promoter activators, primary screen, cell-based, luciferase luminescence, HEK293 lucGAA850. HEK293 lucGAA850 FXN promoter luciferase reporter, 24 h; percent of 10 µM SAHA response. 360,000 tested, 0.56% active. activation, % at 6 µM;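 active = activation above the average of all compounds screened plus 3 SD, cutoff fixed separately per campaign, cut at about 7.5% in these data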;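 note: 0% = DMSO wells and 100% = 10 µM SAHA wells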
# SMARCA2 act – SMARCA2 (BRM) function activators, primary screen, cell-based, luminescence, high throughput; 370,000 tested, 1% active; MG213 cells, MMTV-luciferase reporter, dexamethasone, overnight; activation, % at 9.1 µM; AID 652017, 2013; in the data active = activation above about 7.8%;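 note: 0% = vehicle wells and 100% = reference activator wells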
# DAX1 inh-2 – DAX1 (NR0B1) inhibitors on StAR promoter, primary screen, cell-based, luminescence, SF-1 (NR5A1), full-length DAX-1 | HEK293T StAR-luciferase reporter, SF-1/DAX-1 repression relief | inhibition, % at 6.8 µM | 370,000 tested, 1.1% active | AID 652010, 2013;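 active = inhibition above the mean over all tested compounds plus 3 SD, cut at about 3.6% in these data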;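 note: 0% = DAX-1 cells with DMSO and 100% = cells lacking DAX-1 with DMSO; higher inhibition means more luminescence from relief of DAX-1 repression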
# HGIII-sPLA2 inh – human group III sPLA2 inhibitors, primary screen, biochemical, QFRET, BODIPY PC-A2 liposome substrate; Group 3 secretory phospholipase A2 (Homo sapiens), Q9NZ20; QFRET BODIPY PC-A2 liposome hydrolysis, fluorescence; inhibition, % at 12.2 µM; 370,000 tested, 0.56% active; AID 743126, 2013;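 active = inhibition above mean plus 3 SD of compounds lying within the high and low control bounds, cut at about 19% in these data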;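 note: 0% = median of test compound wells and 100% = no enzyme DMSO wells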
# Target sequence (Q9NZ20 whole entry, looked up): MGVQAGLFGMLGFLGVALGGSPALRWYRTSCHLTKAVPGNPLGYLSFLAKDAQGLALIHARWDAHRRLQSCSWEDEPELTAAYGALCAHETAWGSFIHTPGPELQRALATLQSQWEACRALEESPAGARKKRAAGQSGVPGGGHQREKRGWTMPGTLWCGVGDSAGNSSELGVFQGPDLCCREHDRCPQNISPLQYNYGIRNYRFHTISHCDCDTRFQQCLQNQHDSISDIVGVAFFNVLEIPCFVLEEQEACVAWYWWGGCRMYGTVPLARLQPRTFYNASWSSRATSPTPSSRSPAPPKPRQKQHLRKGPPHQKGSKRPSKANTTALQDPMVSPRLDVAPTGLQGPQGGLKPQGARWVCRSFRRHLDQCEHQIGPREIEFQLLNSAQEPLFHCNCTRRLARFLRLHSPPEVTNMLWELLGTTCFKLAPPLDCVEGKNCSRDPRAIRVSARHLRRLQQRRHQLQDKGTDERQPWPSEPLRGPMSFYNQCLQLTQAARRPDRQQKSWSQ
# GC-B act – human GC-B receptor activators, primary screen, HEK293 GC-B cells, cGMP TR-FRET, EC30 CNP; AID 1920062, 2024; Atrial natriuretic peptide receptor 2 (Homo sapiens), P20594; 0% at EC30 CNP, 100% saturating CNP; activation, % at 10 µM; 370,000 tested, 0.11% active;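 active = activation at 10 µM reaching about 35% in either raw or pattern-adjusted values, limit read from the data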
# Numbers without * were called inactive; . = no result given.
SMILES,ssDAF12 agonist,NPR1 activator,DAX1 inh-1,hcDAF12 agonist,hgDAF-12 ag,KLK7 zymogen act,FXN GAA850 act,SMARCA2 act,DAX1 inh-2,HGIII-sPLA2 inh,GC-B act
CC[N+](CC)(CC#CCO)CC#Cc1ccccc1,-1.4,0,2.3,-0.4,0.2,-0.4,-0.1,0,-0.5,-1,-2
CC1c2ccccc2-n2nncc2CN1CC1CCCCC1 (configuration not stated),-0.7,-5,0.5,-0.5,1.5,-0.7,-1.2,-4,1.4,-6,-2
C[C@]12CC[C@H]3[C@@H](CCC4=CC(=O)CC[C@@]43O)[C@@H]1CCC2=O,-0.5,3,0.1,-0.5,1.8,0.8,-1.8,1,-0.2,1,10
O=c1[nH]c(=O)n(CCc2ccc(F)cc2)c(O)c1C=NCCCn1ccnc1,-0.9,4,-0.1,-0.1,1.7,0.5,-1.1,0,0.6,4,-3
COC(=O)C1=C(c2cccc(OC)c2OC)C[C@@H]2CC[C@H]1N2C(=O)NC1CCCCC1,-1.2,0,2.2,-0.8,-0.3,0.2,-0.6,1,0.0,5,1
CC1=C(C(=O)OC(C)C)[C@]2(C(=O)N(CC(N)=O)c3ccccc32)C(C#N)=C(N)O1,-1.1,3,0.3,-0.4,-0.2,0.5,-0.5,2,0.4,4,-2
COC(=O)C1=C(c2cc3ccccc3s2)C[C@@H]2CC[C@H]1N2C(=O)NCc1cccc2ccccc12,-1.2,-6,0.0,-3.3,-2.2,0.6,-4.4,-1,-0.3,-16,-7
CC1CN(CCc2ccccc2)CC(C)O1 (configuration not stated),-1.0,0,0.1,-1.5,-2.2,-0.4,3.2,-1,0.0,-2,6
COC(=O)C1C(O)C(C)C(O)C(C)/C=C\C=C(/C)C(=O)Nc2c(C)c(OC(C)=O)c3c(c2O)C(=O)C(C)=C2OCOC(=C23)/C(C)=C/C(C)(O)C(O)C(C)C1O (configuration not stated),-1.1,0,-0.8,0.2,2.0,0.4,-0.4,-2,-0.2,-17,3
COc1cc(C(=O)Nc2ccc(Br)cc2C(=O)c2ccccc2Cl)cc(OC)c1OC,-0.9,4,1.1,-0.2,2.1,0.0,1.1,1,0.2,3,4
COc1ccc(S(=O)(=O)NC(CC(=O)N2CCC3(CC2)OCCO3)C(C)C)cc1 (configuration not stated),-1.2,0,-1.3,-1.5,2.5,-0.3,3.1,-1,-0.1,3,5
CC(Cc1ccccc1)NCc1ccccc1O (configuration not stated),-1.6,-10,0.8,-1.7,-1.2,0.1,0.2,-4,1.4,-1,-6
CSCCC(c1nnnn1C(C)(C)C)N1CCC2(CC1)C(=O)NCN2c1ccccc1 (configuration not stated),-1.6,-9,.,-1.9,1.0,0.2,.,-2,-3.3,-1,-5
Cc1ccc(/C=C2/C(=O)NC(=O)N(CCc3ccc(F)cc3)C2=O)o1,-0.5,9,0.2,2.0,1.1,0.0,-1.2,-1,0.3,-7,5
CC(=O)c1ccc(OCC(=O)N2CCCC(N3CCN(c4ccccc4C)CC3)C2)cc1 (configuration not stated),-1.1,2,-0.5,-1.0,-3.0,-0.1,0.5,1,-0.8,-8,1
CCOC(=O)[C@]12Cc3c(cc(OC)c(OC)c3OC)[C@H]1N(C(C)C)C(=O)c1ccccc12,-0.9,-12,.,0.4,-1.1,-0.2,.,2,5.5*,1,-9
O=C1OC(c2ccc(Cl)cc2)=N/C1=C\N1CC2CC(C1)c1cccc(=O)n1C2 (configuration not stated),1.6*,-3,1.9,-0.9,5.1,0.7,2.4,3,-0.3,1,-4
CC1(C)CC2CCC(O)C2C(CCO)N1 (configuration not stated),-1.4,1,0.5,1.1,2.7,-0.6,1.4,0,0.8,10,2
CC1C(c2cccs2)=[N+]([O-])C(C)(C(=O)c2cccs2)N1O (configuration not stated),-1.5,0,0.1,-0.1,0.7,-0.3,-0.1,-1,-0.4,-3,0
CC(CC(C)(C)N1CC1)=NO,0.2,2,0.5,1.6,-0.7,0.6,-1.2,3,-0.1,-4,2
C/C=C1/CN2[C@@H]3C4CO[C@@H]3c3c([nH]c5cc(OC)ccc35)[C@@H]2CC14 (some centres not stated),-1.4,-2,-0.9,0.2,0.7,-0.4,0.1,-2,0.8,0,-8
COCCCNC(=O)c1c(NC(=O)c2ccccc2Cl)n(Cc2ccccc2)c2nc3ccccc3nc12,-0.5,2,0.6,0.7,-1.6,-1.0,2.2,-3,1.2,-1,-2
Cc1ccnc(-n2c(C)nc3ccccc3c2=O)c1,-0.9,-3,2.3,0.7,2.5,-0.5,2.2,-2,0.0,5,-1
C[N+]1=C(N)NC2=C3CCCCC3ONC2C1 (configuration not stated),-1.7,-1,.,-1.0,3.1,.,.,.,.,13,-4
CCOP(=O)(OCC)C(NC(=O)c1ccc(OC)cc1)C(Cl)(Cl)Cl (configuration not stated),-1.0,-2,1.1,-1.2,-0.7,-0.1,-2.4,-1,-0.1,-3,2
Cc1cc(=O)oc2cc(OCC(=O)N3CCN(C(C)c4ccccc4)CC3)c(Cl)cc12 (configuration not stated),-1.6,-5,-0.5,-1.2,0.7,38*,-0.3,-2,-1.1,-13,-5
O=C(COc1ccc(Cl)cc1)N1CCN(C2CCCC2)CC1,-1.0,4,-0.2,-1.7,-1.4,0.7,-0.7,-2,0.3,3,0
Cc1c(N=Cc2c(O)n(CCc3ccccc3)c(=O)[nH]c2=O)c(=O)n(-c2ccccc2)n1C,-1.5,-5,0.0,-1.4,-1.0,-0.5,-0.4,1,0.6,-6,-2
COC(=O)C1=C(c2cc3ccccc3o2)C[C@@H]2CC[C@H]1N2C(=O)NC(C)C,-0.9,-2,0.3,-3.2,-1.8,0.2,-1.4,0,-0.6,-1,-2
CN(Cc1ccccc1)C1CCCN(C(=O)COc2ccccc2Cl)C1 (configuration not stated),-0.8,-2,-0.5,-0.8,2.8,-0.1,-0.7,-3,-0.8,-1,-2
CC1C(C)N1CC(O)Cn1ccnc1[N+](=O)[O-] (configuration not stated),-1.7,0,0.1,-1.1,0.7,-0.2,1.3,-3,-0.3,-3,-1
CCOC(=O)C1CCN(/C=C2/C(=O)NC(=O)N(Cc3ccco3)C2=O)CC1,-0.3,-3,0.8,-1.0,0.1,-0.3,0.8,1,-0.1,8,-5
Nc1ccc(Cl)cc1,-0.8,2,.,0.1,0.4,0.6,.,-4,0.1,5,1
Cc1ccccc1-n1c(-c2ccoc2)nc2ccccc2c1=O,-2.5,-5,-0.7,-2.3,-5.2,0.8,-1.7,-3,-1.6,3,-3
CC(=NCc1cccnc1)c1c(O)n(-c2ccc(Cl)cc2)c(=O)[nH]c1=O,-1.6,-3,1.1,0.9,-0.6,-0.3,0.4,-4,1.1,0,1
CN(C)C(=S)SSC(=S)N(C)C,-1.6,18,-0.2,-1.7,-4.7,-0.1,27*,15*,-1.3,5,16
CN1C(=O)C(=Cc2ccc(N3CCCCCC3)cc2)C(=O)N(C)C1=O,-0.4,11,0.3,-0.2,1.4,0.5,3.8,-4,-1.0,13,0
N=C1c2ccccc2CN1NC(=O)c1ccc(Cl)cc1,-1.2,2,-0.8,1.9,0.7,0.3,4.0,0,-0.2,0,2
COC(=O)C1=C(c2ccc(F)cc2OCc2ccccc2)C[C@@H]2CC[C@H]1N2C(=O)NCc1ccc2c(c1)OCO2,-1.3,-3,1.8,-0.6,1.5,0.9,-4.7,-1,-0.6,-9,-7
CC(C)CC(C)N (configuration not stated),-1.4,2,-0.2,0.3,-2.8,0.0,-0.5,-5,1.1,9,0
CCOC(=O)C1(CCc2ccccc2)CCN(Cc2ccc3c(c2)OCCO3)CC1,-1.4,-5,-0.2,-1.7,-2.7,0.7,0.0,0,-1.0,-10,0
COC(=O)C1=C(c2cccc3c2S(=O)(=O)c2ccccc2-3)C[C@@H]2CC[C@H]1N2C(=O)N1CCc2cc(OC)c(OC)cc2C1,-1.7,6,-2.3,-3.8,-4.9,1.2,-4.5,1,-0.7,-4,9
Oc1c(Cl)cccc1Cc1cc(Cl)cc(Cl)c1O,-1.3,1,-2.6,-2.3,-4.1,0.5,-1.6,-5,-2.0,-177,10
CSc1ncc(Br)c(N2CC2)n1,-0.9,4,0.0,0.6,0.0,1.0,1.7,4,-0.3,-3,-6
O=C(O)C(Br)Br,0.1,2,.,0.6,3.7,-0.3,.,-2,0.5,0,-7

# 4 of these compounds, reformatted:
# Below each SMILES – ssDAF12 agonist, NPR1 activator, DAX1 inh-1, hcDAF12 agonist, hgDAF-12 ag, KLK7 zymogen act, FXN GAA850 act, SMARCA2 act, DAX1 inh-2, HGIII-sPLA2 inh, GC-B act
> CN1C(=O)C(=Cc2ccc(N3CCCCCC3)cc2)C(=O)N(C)C1=O
    -0.4, 11, 0.3, -0.2, 1.4, 0.5, 3.8, -4, -1.0, 13, 0
> N=C1c2ccccc2CN1NC(=O)c1ccc(Cl)cc1
    -1.2, 2, -0.8, 1.9, 0.7, 0.3, 4.0, 0, -0.2, 0, 2
> COC(=O)C1=C(c2ccc(F)cc2OCc2ccccc2)C[C@@H]2CC[C@H]1N2C(=O)NCc1ccc2c(c1)OCO2
    -1.3, -3, 1.8, -0.6, 1.5, 0.9, -4.7, -1, -0.6, -9, -7
> CC(C)CC(C)N (configuration not stated)
    -1.4, 2, -0.2, 0.3, -2.8, 0.0, -0.5, -5, 1.1, 9, 0

# Additional results.
SMILES,ssDAF12 agonist,NPR1 activator,DAX1 inh-1,hcDAF12 agonist,hgDAF-12 ag,KLK7 zymogen act,FXN GAA850 act,SMARCA2 act,DAX1 inh-2,HGIII-sPLA2 inh,GC-B act
COC(=O)C1=C(c2c(C)noc2C)C[C@@H]2CC[C@H]1N2C(=O)N1CCC(O)(c2ccc(Cl)cc2)CC1,-1.0,3,-0.3,-1.6,0.0,0.8,-4.3,-1,-0.1,7,-1
Cc1cc(S(=O)(=O)NC(C)C)ccc1OCC(=O)N1CCN(Cc2ccc3c(c2)OCO3)CC1,-2.0,5,-3.1,-2.9,-5.2,0.5,-1.9,-5,-2.9,-21,1
Brc1ccc2c(c1)C(OC1CN3CCC1CC3)c1ccccc1CS2 (configuration not stated),-1.1,-45,-0.3,2.6,-2.1,0.0,-4.7,-1,0.5,-39,-20
CCCC12CN3CN(C1)CC(CCC)(C3)C2O (configuration not stated),-0.3,0,0.2,-1.0,-1.0,0.3,-0.7,0,0.6,-3,4
O=C1NC(=O)N(Cc2ccccc2Cl)C(=O)/C1=C/N1CCOCC1,-1.1,5,-0.8,-1.1,-1.3,-0.1,-0.9,-1,0.8,-10,4

# An excerpt, so the mix of outcomes need not match the whole.
